Source: PubChem (National Center for Advancing Translational Sciences (NCATS))
Rhodamine fluor: qHTS Assay for Spectroscopic Profiling in Rhodamine Spectral Region | Rhodamine-region fluorescence, 547/598 nm, Tris buffer; hits give high values | max dye-equivalent concentration, M | actives 0.05% (n = 59,000); in the data active = max dye-equivalent concentration above about 11 nM; inconclusive = between about 1.1 nM and that limit
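Intrinsic compound fluorescence, ex 547 / em 598 nm, CCD imager. Tris 100 mM pH 8.0; 15 min RT. Output = rhodamine dye-equivalent concentration at each compound concentration.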
Pol III holo inh: qHTS Assay for Inhibitors of DNA Polymerase III Holoenzyme System. reconstituted DNA polymerase III holoenzyme replication, biochemical. Potency, µM (doses to about 57.1 µM), inactives show at the highest dose activity change, negative = inhibition. actives 0.25% (n = 71,000); note: potency is the fitted concentration of half-maximal effect; % is set by controls: 0 for no effect and ±100 for the full control effect
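Reconstituted *E. coli* holoenzyme (0.35 nM Pol III, 1 nM beta, 154 nM SSB, 2 nM primase) was preincubated with compound for 15 min at RT. Synthesis on 1.4 nM ssM13Gori ran 35 min, then was stopped with PicoGreen/EDTA and read as dsDNA fluorescence.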
HADH2 inhib: qHTS Assay for Inhibitors of HADH2 (Hydroxyacyl-Coenzyme A Dehydrogenase, Type II) | recombinant HADH2, NADH fluorescence, beta-hydroxybutyryl-CoA | Potency, µM (highest dose often 57.1 µM), for the others: top-dose activity change, negative = inhibition, most hits filed as inhibitors | actives 3.4% (n = 73,000) | AID 886, 2007; note: potency is the fitted concentration of half-maximal effect; % is set by controls: 0 for no effect and ±100 for the full control effect; nearly all actives have a fitted effect of over 60% in size; many of its hits are not listed in these tables
Target sequence (Q99714 whole entry, looked up, one chain of several): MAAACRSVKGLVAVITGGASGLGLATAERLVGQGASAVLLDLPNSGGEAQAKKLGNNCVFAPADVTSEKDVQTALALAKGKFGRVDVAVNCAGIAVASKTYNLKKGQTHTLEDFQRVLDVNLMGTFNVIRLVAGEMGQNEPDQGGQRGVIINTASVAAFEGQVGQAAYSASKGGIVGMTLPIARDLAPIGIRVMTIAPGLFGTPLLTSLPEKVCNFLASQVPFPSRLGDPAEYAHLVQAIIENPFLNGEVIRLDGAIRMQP
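E. coli-expressed His-tagged HADH2 tested at 20 nM in alkaline Tris buffer (pH 9.0); oxidation of 90 uM beta-hydroxybutyryl-CoA with 1 mM NAD+ tracked fluorimetrically for 4 min.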
USP2a inhib: qHTS Assay for Inhibitors of Ubiquitin-specific Protease USP2a | AID 927, 2007 | Potency, µM (titrated, usually from 38.3 µM), for inactives: at the top dose activity change, negative = inhibition, actives largely listed as inhibitors | USP2a enzymatic assay, qHTS inhibition | actives 0.1% (n = 60,000);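 note: potency is the fitted concentration of half-maximal effect; nearly all actives have a fitted effect of over 60% in size; plate controls were DMSO for no effect and NEM full inhibition control for full effect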
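USP2 core (20nM final) preincubated 30 min RT with compound, then Ub-PLA2 20nM and NBD C6-HPC 20uM final added; buffer 20mM Tris-HCl pH 8.0, 2mM CaCl2. Fluorescence Ex 460/Em 535 read at 0 and 2.5 h; normalized to NEM.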
HEK293 cAMP cs: qHTS Assay for Agonists of the Thyroid Stimulating Hormone Receptor: Activators of Intracellular cAMP Concentrations in Parental HEK 293; parental HEK293 CNG cAMP sensor, membrane potential fluorescence; Potency, µM (top dose mostly 57.1 µM), inactives show at the highest dose activation, actives largely listed as activators; actives 2.5% (n = 73,000); AID 938, 2007; note: potency is the fitted concentration of half-maximal effect; % of control where 0% means no effect; nearly all actives have a fitted effect of over 55% in size
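Counterscreen for endogenous-receptor signalling: CNG-channel HEK 293 cells report cAMP rise by membrane depolarization. After 60 min dye equilibration with 100 uM RO 20-1724, compounds incubated 30 min before bottom-read fluorescence at 590 nm.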
Casp7 inh: qHTS Assay for Allosteric/Competitive Inhibitors of Caspase-7. P55210. recombinant caspase-7, Ac-DEVD-AFC fluorescence rate. Potency, µM (top dose mostly 57.5 µM), without a hit: at the highest dose activity change, negative = inhibition, usual class: inhibitors. actives 0.02% (n = 75,000). AID 889, 2007; active = well fitted inhibition curve with a large enough effect in the main read-out, with a control signal flat, not every such curve was filed as active; inconclusive = small, poorly fitted or top-dose-only effect, or a change in a side signal; note: potency is the fitted concentration of half-maximal effect; % of control where 0% means no effect
Target sequence (P55210 24-198 limits assumed): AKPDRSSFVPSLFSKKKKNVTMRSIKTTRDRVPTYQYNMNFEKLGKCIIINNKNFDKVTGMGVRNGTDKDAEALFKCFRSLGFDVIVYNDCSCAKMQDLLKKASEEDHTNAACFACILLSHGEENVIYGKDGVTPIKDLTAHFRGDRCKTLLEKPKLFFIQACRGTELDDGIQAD
Target sequence (P55210 207-303 limits assumed): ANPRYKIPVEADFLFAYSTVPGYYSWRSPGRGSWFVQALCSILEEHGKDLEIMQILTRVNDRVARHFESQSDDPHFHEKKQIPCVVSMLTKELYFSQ
Tau filament bind: qHTS Assay for Tau Filament Binding | Potency, µM (top dose mostly 57.1 µM), without a hit: top-dose activity change, negative = inhibition | Microtubule-associated protein tau (Homo sapiens), P10636 | actives 2% (n = 71,000) | recombinant tau filaments, thioflavin S fluorescence, 15 h; filaments grown with octadecylsulfate alongside compound | AID 596, 2007;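 note: potency is the fitted concentration of half-maximal effect; % is set by controls: 0 for no effect and ±100 for the full control effect; actives lower thioflavin S fluorescence by blocking filaments or displacing dye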
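Quantitative HTS: thioflavine S signal from ODS-induced tau filaments, excited at 450 nm, emission 510 nm. Conditions: 1 uM tau, 30 uM ODS, 15 h at 37 C, pH 7.4.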
Caspase-1 inhib: qHTS Assay for Allosteric/Competitive Inhibitors of Caspase-1. Potency, µM (series often up to 57.5 µM), for inactives: at the highest dose activity change, negative = inhibition, usual class: inhibitors. P29466. actives 0.03% (n = 75,000). Caspase-1 enzyme, Ac-WEHD-AFC fluorogenic rate. AID 900, 2007;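 note: potency is the fitted concentration of half-maximal effect; plate controls were vehicle for no effect and no substrate for full effect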
Target sequence (P29466 120-297 limits assumed): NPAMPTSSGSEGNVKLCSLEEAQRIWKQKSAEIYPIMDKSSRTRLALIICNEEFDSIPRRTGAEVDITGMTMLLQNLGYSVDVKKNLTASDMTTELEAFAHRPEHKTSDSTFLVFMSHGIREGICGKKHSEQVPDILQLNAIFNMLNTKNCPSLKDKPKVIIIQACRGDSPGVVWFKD
Target sequence (P29466 317-404 limits assumed): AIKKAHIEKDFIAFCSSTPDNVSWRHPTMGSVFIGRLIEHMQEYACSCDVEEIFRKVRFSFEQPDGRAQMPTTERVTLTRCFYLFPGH
BRCT inh green: qHTS Assay for Inhibitors of BRCT-Phosphoprotein Interaction (Green Fluorophore); Breast cancer type 1 susceptibility protein (Homo sapiens), P38398; BRCA1 BRCT-phosphopeptide binding, green fluorescence polarization; Potency, µM (titrated, usually from 76.9 µM), for inactives: at the top dose activity change, negative = inhibition, most hits filed as inhibitors; actives 0.05% (n = 75,000); AID 875, 2007;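 note: potency is the fitted concentration of half-maximal effect; plate controls were peptide without protein for full effect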
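Fluorescence polarization: His-tagged BRCT (~35 kDa BRCA1 C-terminus, 250 nM) bound to 100 nM fluorescein-labeled phosphorylated 10-aa BACH1 peptide, pH 7.3 phosphate buffer with DTT and Tween 20. Compounds incubated 12 min at room temperature; inhibition read as lowered polarization.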
BRCT PPI red: qHTS Assay for Inhibitors of BRCT-Phosphoprotein Interaction (Red Fluorophore) | Breast cancer type 1 susceptibility protein (Homo sapiens), P38398 | BRCT-phosphopeptide binding, red fluorescence polarization | Potency, µM (series often up to 76.9 µM), inactives show at the top dose activity change, negative = inhibition, actives largely listed as inhibitors | actives 0.03% (n = 75,000); note: % is set by controls: 0 for no effect and ±100 for the full control effect
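Fluorescence polarization: 100 nM His-tagged BRCA1 BRCT with 100 nM TAMRA-labelled phospho-BACH1 decapeptide, phosphate buffer pH 7.3 with 150 mM NaCl, DTT, 0.01% Tween 20; 12 min RT. Binding inhibition seen as FP decrease.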
ALOX15 inhib: qHTS Assay for Inhibitors of 15-hLO (15-human lipoxygenase); Polyunsaturated fatty acid lipoxygenase ALOX15 (Homo sapiens), P16050; purified 15hLO-1, xylenol orange hydroperoxide absorbance; Potency, µM (series often up to 57.1 µM), without a hit: top-dose activity change, negative = inhibition, actives largely listed as inhibitors; actives 1.4% (n = 74,000); note: potency is the fitted concentration of half-maximal effect; % is set by controls: 0 for no effect and ±100 for the full control effect; nearly all actives have a fitted effect of over 55% in size
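Purified human 15hLO-1 (40 nM final) in 25 mM Hepes pH 7.5, 0.01% Triton X-100 was preincubated with compound 15 min at room temperature, then reacted 6 min with 50 uM arachidonic acid; hydroperoxide detected by Fe-XO, 573/405 nm absorbance ratio.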
The depositor's hits bear a star; i = inactive; ? = inconclusive; . = not tested or not shown; & = joins results of further samples; [ ] = another dose, or the depositor's remark. Unless noted, calls come from the whole dose curve; as a rule, active = well fitted curve in the direction sought with a large enough effect; inconclusive = small, poorly fitted or top-dose-only effect, or another doubt; inactive = no such curve, though single readings can be large; an effect the other way counts as inactive or inconclusive.

| smiles | Rhodamine fluor | Pol III holo inh | HADH2 inhib | USP2a inhib | HEK293 cAMP cs | Casp7 inh | Tau filament bind | Caspase-1 inhib | BRCT inh green | BRCT PPI red | ALOX15 inhib |
| --- | --- | --- | --- | --- | --- | --- | --- | --- | --- | --- | --- |
| O=C(Nc1ccc(OC(F)(F)F)cc1)C1=NCCN1 | i | 0.9% | 16.1% | -5.4% | ? | -1.9% | -4.8% | -0.5% | 0.9% | -1.4% | -4.7% |
| NC(=O)Nc1n[nH]c(-c2ccccc2)n1 | i | -6.2%[11.4 µM] | 5.8%[11.4 µM] | . | 11.2%[11.4 µM] | 1.1%[11.5 µM] | 1.8%[11.4 µM] | -10.6%[11.5 µM] | -1.1%[15.4 µM] | -1.0%[15.4 µM] | 0.5%[11.4 µM] |
| CCSc1nc2c([nH]c3ccccc32)c(=O)n1C | . | -3.4% | 1.9% | . | 2.3% | 1.0% | 90.6% | -4.5% | -2.2% | -0.5% | -2.8% |
| COc1ccc(C2C/C(=N\O)C(C)(C)O2)cc1 (stereo not drawn) | . | -0.6% | 0.4% | 1.5% | 19.7% | 0.3% | 0.9% | -1.5% | -1.5% | 0.9% | 4.2% |
| CCCc1[nH]nc2c1C(Cc1ccccc1)C(C#N)=C(N)O2 (stereo not drawn) | i | -6.1% | 8.2% | 5.4% | 1.5% | -1.1% | 4.4% | -2.1% | -1.4% | 0.1% | 5.2% |
| COc1ccc(S(=O)(=O)Cc2ccc(C(=O)NCCc3ccc(S(N)(=O)=O)cc3)o2)cc1 | . | -4.1% | 3.0% | . | -6.8% | -1.6% | 0.0% | 0.9% | 0.2% | -0.1% | -3.4% |
| Cn1c(C(=O)NCCCN2CCCCCC2)cc2c(=O)n(C)c3ccccc3c21 | . | 7.94µM* | -11.2% | . | 7.0% | -2.2% | 291.9% | -1.7% | 6.7% | -1.8% | 6.4% |
| Cc1cc(C)n(CCOC(=O)c2sc3ccccc3c2Cl)n1 | i | -12.9% | 3.4% | 10.7% | 28.2% | -3.3% | 12.6% | -3.2% | 1.6% | -1.6% | -9.9% |
| Cc1ccc(NC(=O)N(Cc2cc3cc(C)cc(C)c3[nH]c2=O)CC2COCCO2)cc1 (stereo not drawn) | i | -5.6% | -7.6% | 25.6% | 17.9% | 0.0% | 1.6% | 3.5% | -0.6% | -0.5% | -6.7% |
| O=C(Cn1nc(C(F)(F)F)c2c1CCC2)NCc1ccc(F)cc1 | i | -3.2% | 1.3% | 2.0% | 14.7% | 1.4% | -3.9% | 1.4% | -2.3% | 2.4% | 2.9% |
| C=CCC1(c2ccccc2)Oc2ccccc2-c2nc3cc(Cl)c(Cl)cc3nc21 (stereo not drawn) | . | . | 4.0%&-2.4%[11.4 µM] | . | -5.0%&-1.9%[11.4 µM] | -4.6%&-8.4%[11.5 µM] | . | -5.3%&-3.0%[11.5 µM] | -2.4%&-3.5%[15.4 µM] | 1.2%&1.2%[15.4 µM] | 1.8%&0.9%[11.4 µM] |
| CC(=O)N1CC=CC1(CC(C)C)C(=O)NCCc1c[nH]c2ccccc12 (stereo not drawn) | . | -4.3% | 5.8% | . | 12.8% | 1.2% | -5.5% | 2.0% | -2.5% | 0.3% | -6.8% |
| COC(=O)c1cc(OC)c(OC)cc1NC(=O)CCCCCN1C(=O)CCC1=O | i | -3.4% | -22.7% | 6.1% | 0.4% | 0.4% | 9.6% | 0.4% | -2.0% | -1.3% | -2.7% |
| N#Cc1ccc(NC(=O)N2CCC(c3nc4c(nnn4Cc4cccc(Cl)c4)c(=O)[nH]3)CC2)cc1 | i | 0.6% | 4.8% | 56.4%[activator] | -6.0% | -28.1% | 35.6% | -1.5% | 0.9% | -1.9% | ? |
| O=C(O)CCNS(=O)(=O)c1ccc(Oc2ccccc2)cc1 | i | 1.8% | -2.2% | -5.9% | -1.9% | -0.2% | 6.0% | 1.6% | 0.3% | -2.2% | -6.3% |
| CCOC(=O)N1CCC(NC(=O)c2cccc3c2C(=O)N(CCOC)C3)CC1 | . | -6.5% | -0.1% | . | -1.0% | -2.5% | 17.2% | -5.5% | 4.6% | -3.7% | -1.8% |
| O=C(Nc1nccs1)c1c(O)c2cccc3c2n(c1=O)CCC3 | i | -6.1% | 7.5% | -5.4% | 1.26µM* | -4.3% | 12.5% | 0.5% | -0.4% | 0.1% | -2.2% |
| Cc1ccc(-c2noc(C3CCCN(C(=O)C4CCCCC4)C3)n2)o1 (stereo not drawn) | i | 0.2% | -4.7% | 6.9% | ? | -4.7% | -5.4% | -0.5% | 0.4% | 1.9% | -7.7% |
| Clc1ccc(NC2=NCCC2)cc1Cl | i | 0.5% | 5.8% | 1.3% | -0.1% | -0.3% | -0.5% | 0.8% | -0.1% | -1.1% | -3.4% |
| COc1ccc(-c2nnc(SCC(=O)c3cccs3)o2)cc1 | i | 0.5% | ? | 17.3% | 19.0% | -2.9% | -2.9% | -2.6% | -0.9% | 0.9% | 1.5% |
| Cc1ccc(N(Cc2ccccc2)Cc2ccccc2)cc1 | i | -5.6%[11.4 µM] | 4.5%[11.4 µM] | . | 1.7%[11.4 µM] | 0.0%[11.5 µM] | 1.4%[11.4 µM] | -2.2%[11.5 µM] | -0.4%[15.4 µM] | -0.5%[15.4 µM] | 1.1%[11.4 µM] |
| COc1ncc2nc(-c3cn(C)c4ccccc34)c(=O)n(Cc3ccc(F)cc3)c2n1 | i | -1.7% | 1.7% | 120.9%[activator] | 20.7% | -15.0% | 155.9% | -12.6% | -5.7% | 0.2% | 0.6% |
| O=C(O)c1ccccc1C(=O)Nc1ccccc1 | i | 0.6% | -1.1% | 2.3% | 0.4% | -1.2% | 6.2% | 0.8% | -0.5% | -0.1% | -2.6% |
| CCOC(=O)C1C(c2ccc(C)o2)NC(=O)NC1(O)C(F)(F)F (stereo not drawn) | i | -3.1% | 0.1% | 1.7% | 3.6% | 0.1% | -7.2% | -1.9% | -1.7% | 0.6% | 6.3% |
| COc1cc(OC)cc(C(=O)N2CCN=C2SCc2cccnc2)c1 | . | 1.6% | -1.2% | . | ? | -0.4% | -8.3% | -0.8% | 0.4% | -1.1% | 9.1% |
| COc1ccc(OC)c(CN2C(=O)c3ccccc3C2C(=O)NCc2cccnc2)c1 (stereo not drawn) | . | 1.7% | 3.1% | . | 9.9% | -1.5% | -1.3% | -0.9% | -6.4% | -1.1% | 9.0% |
| CCOC(=O)N1CCC(Nc2cccc(SC)c2)CC1 | . | 2.5% | -5.8% | -15.0% | 24.4% | -1.9% | ? | -1.6% | -1.5% | 1.0% | -15.3% |
| CNC(CC(=O)O)C(=O)O (stereo not drawn) | . | . | . | -4.4% | . | -0.6% | . | -0.1% | -1.1%[3.08 µM] | 1.2% | 7.2% |
| CCOC(=O)C1=C(N)OC2=C(C(=O)CC(C)(C)C2)C1c1ccco1 (stereo not drawn) | i | -8.6% | -6.4% | -5.6% | 25.1µM* | 0.2% | 14.2% | -0.6% | -2.8% | 1.1% | 9.1% |
| COc1ccc(-c2cc(C(F)(F)F)nc(N3CCN(c4ccc(F)cc4)CC3)n2)cc1OC | i | 4.8% | 1.3% | 2.0% | 3.3% | 1.7% | -2.9% | 1.6% | 0.6% | 1.0% | 3.4% |
| COc1ccc(CCNc2oc(-c3ccccc3OC)nc2C#N)cc1OC | i | 6.9% | 31.6µM* | 12.6% | 8.0% | -0.5% | 12.9% | -2.9% | -1.9% | 0.2% | 1.9% |
| CCCCC(=O)Nc1ncc(Br)s1 | i | 5.2% | -1.8% | 1.0% | 2.7% | 0.0% | -18.7% | 0.8% | 0.1% | -3.9% | 2.5% |
| Cc1cc(C)nc(-n2nc(C)cc2NC(=O)CN2CCc3ccccc3C2)n1 | i | 2.4% | -1.8% | 15.3% | 25.1µM* | -0.4% | 154.1% | -1.4% | 1.0% | 0.2% | -1.0% |
| Nc1c(C(=O)Nc2ccc3c(c2)OCCO3)nnn1CCc1ccccc1 | . | -2.7% | 40.6%[activator] | . | 0.8% | 0.8% | -11.4% | 0.1% | -1.2% | -0.2% | -9.1% |

The list is partial; count on the stated rates, not on these rows.
